Bioassay records (PubChem)
Mito fusion act – inhibitors of mitochondrial division or activators of mitochondrial fusion | S. cerevisiae fusion-defective mutant growth rescue, CellTiterGlo 48 h | 0.23% of 320,000 active | AID 485298 | Potency, µM (titrated, usually from 46.1 µM), for the others: at the top dose growth rescue (activation), actives largely listed as activators;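 note: potency is the fitted concentration of half-maximal effect; % of control where 0% means no effect; nearly all actives have a fitted effect of over 45% in size; temperature-sensitive fusion mutants such as fzo1-1 at 37 °C on non-fermentable ethanol glycerol medium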
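Yeast fusion mutant, YPEG (non-fermentable carbon), compound, 48 h at 37C non-permissive; CellTiterGlo added, 10 min RT, luminescence read. Rescued growth = division inhibition.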
TCR act – T cell receptor activation | primary human leukocytes, anti-CD3, IL-2 HTRF, 48 h | 330,000 tested, under 10 active | Potency, µM (series often up to 9.22 µM), inactives show at the highest dose activation of IL-2 secretion, usual class: activators; note: % of control where 0% means no effect
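48 hr co-incubation of compounds, a-CD3 beads and primary human leukocytes; IL-2 quantified homogeneously by HTRF with anti-IL-2 K and d2 conjugates.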
TSHR antag – blocks TSH signaling through the human TSH receptor. 0.2% of 330,000 active. activity change, negative = inhibition, % at 11.5 µM. P16473. TSHR-expressing cells, TSH-stimulated cAMP HTRF, 2 h; stronger effect = lower value;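 active = activity change below a set negative limit, meaning inhibition stronger than a set level, cut at about -70% in these data; inconclusive = activity change between two set negative limits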; note: % is set by controls: 0 for no effect and ±100 for the full control effect
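Antagonism was scored as loss of TSH-driven cAMP in TSHR cells, stimulated with 4nM TSH (EC80) for 2 hours at 37 deg C and detected by homogeneous HTRF competition immunoassay.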
USP2a block – inhibitors of human ubiquitin-specific protease USP2a; O75604; USP2 core, Ub-CHOP2 coupled fluorogenic reporter, 485/531; Potency, µM (titrated, usually from 38.3 µM), inactives show at the top dose activity change, negative = inhibition, hits mostly inhibitors; 0.01% of 330,000 active; AID 463254;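 note: potency is the fitted concentration of half-maximal effect; plate controls were DMSO wells for no effect and full inhibition by NEM control for full effect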
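Cell-free coupled assay: 10nM USP2 core preincubated 30min RT with compound in Tris-HCl pH 8.0/CaCl2/CHAPS buffer, then 25nM Ub-CHOP2 and 25nM reporter substrate; fluorescence (Ex 485/Em 531) read after 60min RT, normalized to NEM inhibition, concentration-response curves fitted.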
Eya2 inh – inhibitors of human Eya2 phosphatase activity; recombinant Eya2, OMFP fluorescence dephosphorylation (OMFP is methylfluorescein phosphate); Potency, µM (doses to about 76.9 µM), inactives show at the top dose activity, negative = inhibition, most hits filed as inhibitors; 0.006% of 330,000 active; AID 488837; note: potency is the fitted concentration of half-maximal effect; % is set by controls: 0 for no effect and ±100 for the full control effect
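Eya2 (0.2 uM) preincubated 10 min at ambient with compound, then OMFP substrate added at 50 uM; 10 min reaction in 50 mM HEPES pH 7.5, 50 mM NaCl, 5 uM MgCl2, 0.05% BSA, 1 mM DTT. Fluorescence read at Ex 485/Em 525 nm.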
AT treatment – potential ataxia-telangiectasia treatment; […] A-T fibroblasts, KAP-1 phosphorylation AlphaLISA; neocarzinostatin DNA damage 30 min before lysis; Potency, µM (series often up to 57.5 µM), for inactives: at the top dose activation, hits mostly activators; 0.19% of 320,000 active; note: potency is the fitted concentration of half-maximal effect; % of control where 0% means no effect; nearly all actives have a fitted effect of over 45% in size
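ATM-like activity read as KAP-1 phosphorylation via AlphaLISA donor/acceptor antibody pairs after lysis and 6 hr at 25C. Cells were ATM-null patient fibroblasts ([…], hTERT), dosed 60 min, then exposed to the DSB inducer NCS for 30 min.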
hERG WT inh – KCNH2 (human, wildtype) channel inhibition; U2OS, BacMam KCNH2, thallium flux FluxOr; stronger effect = lower value; 0.37% of 340,000 active; activity change, % at 1.84 µM; Q12809;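 active = maximum activity change below -70%; inconclusive = maximum activity change between -70% and -50%; inactive = maximum activity change above -50%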; note: % is set by controls: 0 for no effect and ±100 for the full control effect
Target sequence (Q12809 whole entry, looked up): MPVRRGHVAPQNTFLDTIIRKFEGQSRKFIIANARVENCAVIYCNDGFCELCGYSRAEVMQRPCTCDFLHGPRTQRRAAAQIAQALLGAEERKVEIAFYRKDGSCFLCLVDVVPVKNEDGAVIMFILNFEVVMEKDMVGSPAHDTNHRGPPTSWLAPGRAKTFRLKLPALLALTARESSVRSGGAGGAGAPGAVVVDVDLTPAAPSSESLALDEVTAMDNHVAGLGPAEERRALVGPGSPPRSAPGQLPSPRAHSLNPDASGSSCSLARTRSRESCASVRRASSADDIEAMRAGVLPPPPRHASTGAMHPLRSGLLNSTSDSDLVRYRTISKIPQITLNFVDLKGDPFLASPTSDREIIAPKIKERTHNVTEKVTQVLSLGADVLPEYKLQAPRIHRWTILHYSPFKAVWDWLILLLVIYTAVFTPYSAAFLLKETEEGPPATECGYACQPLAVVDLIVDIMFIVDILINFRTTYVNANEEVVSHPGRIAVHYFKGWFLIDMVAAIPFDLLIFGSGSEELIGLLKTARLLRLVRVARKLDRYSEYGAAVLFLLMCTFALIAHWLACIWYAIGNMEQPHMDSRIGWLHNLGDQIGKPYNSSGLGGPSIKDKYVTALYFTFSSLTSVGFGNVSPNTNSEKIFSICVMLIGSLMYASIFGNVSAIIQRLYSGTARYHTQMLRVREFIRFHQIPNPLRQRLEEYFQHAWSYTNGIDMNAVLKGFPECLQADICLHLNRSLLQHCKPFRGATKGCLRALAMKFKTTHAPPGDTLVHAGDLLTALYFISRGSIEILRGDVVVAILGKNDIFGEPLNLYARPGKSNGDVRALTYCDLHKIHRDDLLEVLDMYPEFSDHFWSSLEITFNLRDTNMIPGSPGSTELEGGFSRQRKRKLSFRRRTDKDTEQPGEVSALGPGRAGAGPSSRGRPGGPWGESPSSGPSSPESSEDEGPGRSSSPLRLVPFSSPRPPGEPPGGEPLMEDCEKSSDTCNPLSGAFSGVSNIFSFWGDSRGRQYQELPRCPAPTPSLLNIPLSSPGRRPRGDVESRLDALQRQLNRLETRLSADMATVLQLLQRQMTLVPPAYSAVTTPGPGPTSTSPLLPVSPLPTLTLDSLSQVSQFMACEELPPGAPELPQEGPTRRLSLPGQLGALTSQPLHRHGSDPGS
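U2OS cells transduced with wild-type KCNH2 virus are loaded with FluxOr dye for 45 min, and thallium flux is measured in kinetic reads before and after stimulation buffer. Rate constants are normalized to DMSO controls.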
KCNH2 3.1 block – inhibitors of human KCNH2 3.1 potassium channel isoform; U2OS KCNH2 3.1, thallium flux FluxOr; stronger effect = lower value; activity change, % (tested at about 1.8 µM); 0.95% of 340,000 active;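 active = maximum activity change below -70%; inconclusive = maximum activity change from -70% to -50%; inactive = maximum activity change above -50%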;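 note: thallium influx rate constant from kinetic fluorescence after stimulation buffer; % is set by controls: 0 for no effect and ±100 for the full control effect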
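FluxOr-based Tl+ influx in U2OS cells transduced with KCNH2 3.1 virus; rate constants normalized to DMSO controls.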
TRPV1 ag – human TRPV1 agonism | Q8NER1 | AID 540275 | 0.19% of 320,000 active | TRPV1-expressing cells, Fluo-8 calcium influx, agonist mode | activation, % at 8.33 µM; in the data active = activation above about 80%; inconclusive = between about 30% and that limit; note: 0% is about no effect
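Cells expressing TRPV1 were dye-loaded with Fluo-8 and read kinetically: 10 s baseline, 3 min after compound (agonist portion), then 2 min after EC20 capsaicin (allosteric enhancer portion). Calcium-bound dye fluorescence at 480/520 nm.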
ELG1 DNA repair – blocks ELG1-dependent DNA repair in HEK293T cells; HEK293T ELG1-luciferase reporter, luminescence, 16 h; DNA damage induced by 5-fluorouridine; Potency, µM (top dose mostly 46.1 µM), without a hit: at the highest dose activity change, negative = inhibition, hits mostly inhibitors; 2.3% of 330,000 active; AID 504467; note: potency is the fitted concentration of half-maximal effect; % is set by controls: 0 for no effect and ±100 for the full control effect; nearly all actives have a fitted effect of over 55% in size
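In this reporter screen, reduction of luminescence relative to DMSO vehicle indicated activity. Compounds and 5-fluorouridine were added together to 2,000 cells per well, incubated for 16 hr at 37 °C, then developed with ONE-Glo.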
An asterisk follows results filed as active; ? = inconclusive; / = not tested or not shown; [ ] = remark or other dose. Unless noted, calls come from the whole dose curve; as a rule, active = well fitted curve in the direction sought with a large enough effect; inconclusive = small, poorly fitted or top-dose-only effect, or another doubt; inactive = no such curve, though single readings can be large; an effect the other way counts as inactive or inconclusive. Some of the compounds tested (hit frequency here may not be typical).

Structure	Mito fusion act	TCR act	TSHR antag	USP2a block	Eya2 inh	AT treatment	hERG WT inh	KCNH2 3.1 block	TRPV1 ag	ELG1 DNA repair
CCOC(=O)C1C(C(=O)OC)=C(C2=CCCCC2)c2ccccc2N1S(=O)(=O)C(F)(F)F (centres undefined)	/	2.4%[46.1 µM]	3.7	-6.3%	-13.3%	-15.9%	1.4	-3.4	/	18.3µM*
COCC1CCN(C(=O)CC2C(=O)NCCN2Cc2cccc(Oc3ccccc3)c2)CC1 (centres undefined)	0.7%	2.2%	-0.7	0.6%	9.6%	5.8%	19.3	-1.4	2.4	2.3%
Cc1cccc(OCC(=O)N2CCN(S(C)(=O)=O)CC2)c1	-2.7%	-2.4%	-0.9	7.2%	-14.6%	2.0%	3.9	1.7	-1.4	-15.3%
Cc1nc(C)c(Oc2cccc(C(F)(F)F)c2)c(=O)[nH]1	2.2%	-3.3%	8.0	-0.3%	-11.8%	5.0%	-0.2	3.5	?	6.4%
O=C(CSc1nnc(-c2ccc(Br)cc2)n1C1CCCCC1)N1CCCC1	3.7%	-1.0%	-8.0	1.7%	-5.1%	2.8%	-2.5	2.2	13.5	-10.4%
COc1ccc(/C=C/C(=O)OCCCN(C)C)cc1	-1.7%	-3.1%	-2.6	2.8%	-1.8%	0.8%	1.6	-2.9	1.0	3.1%
O=C(Nc1ccccc1)/C(=C/c1ccccc1)c1ccccc1	1.4%	1.6%	-15.8	3.1%	10.9%	-2.3%	-5.6	-5.6	6.3	10.3µM*
O=C(CSc1ccc(Cl)cc1)N1N=CCC1c1ccccc1 (centres undefined)	20.7%	4.9%	-3.0	-9.3%	8.0%	0.0%	-6.6	3.6	9.0	-0.3%
O=C(Nc1cc(=O)[nH]c(=O)[nH]1)c1cccc(Br)c1	1.0%	-0.9%	-4.9	8.6%	-5.2%	-6.2%	4.4	-16.5	-0.6	-3.3%
Cn1c(=O)c2c(ncn2CCOc2cccc(Br)c2)n(C)c1=O	1.0%	1.4%	-5.9	-2.1%	10.8%	-1.8%	3.7	1.2	1.3	8.2µM*
Cc1cc(NC(=O)CCC(=O)N(c2cccc(F)c2)C(C(=O)NC2CCCC2)c2ccncc2)no1 (centres undefined)	2.9%	0.1%	0.1	-0.4%	4.4%	6.8%	-5.0	-4.5	0.7	-5.2%
CC1(C)Cc2cccc(OCC(=O)N3CCN(c4ccc([N+](=O)[O-])cc4)CC3)c2O1	6.6%	-2.4%[46.1 µM]	-4.4	0.4%	-11.1%	-15.0%	-90.2*	-91.8*	-0.5	?
COc1ccc(CCNC(=O)CN2CCN(c3cccc(C(F)(F)F)c3)CC2)cc1	-1.5%	0.6%	-8.0	-1.1%	-15.1%	-6.4%	-1.6	-15.6	9.8	-3.5%
COc1cc(C2NC(=O)NC(C)=C2C(=O)OCC2CCCCC2)ccc1O (centres undefined)	2.5%	-3.7%	7.2	0.4%	-9.2%	4.4%	-15.6	24.2	5.7	-5.2%
O=C(CSc1nnc2ccccn12)Nc1ccc2c(c1)OCCO2	4.2%	-4.0%	9.3	-1.1%	-2.8%	-2.7%	13.9	5.3	0.0	?
CC(C)Oc1ccc(S(=O)(=O)N2CCOCC2)cc1NC(=O)C1CSC2(C)CCC(=O)N12 (centres undefined)	-3.6%	6.1%	-2.0	1.7%	-28.2%	7.0%	3.6	1.4	2.5	-16.4%
CCCCN(CC)C(=O)CN1C(=O)c2ccccc2C1=O	0.9%	-1.8%	4.3	3.8%	10.0%	-1.8%	-2.8	1.6	1.9	13.5%
COC(=O)c1c(NC(=O)COc2ccc(Cl)cc2Cl)sc2c1CC(C)(C)NC2(C)C	-0.1%	-1.0%	1.5	1.8%	-9.1%	-0.7%	6.3	15.7	0.1	3.9%
Cc1cc(C)c2c(=O)[nH]c(SCC(=O)N(C)C)nc2n1	-1.1%	-0.2%	6.7	0.3%	5.1%	1.4%	3.2	10.6	-2.6	6.6%
Cc1[nH]c(=O)c(C#N)cc1-c1ccccc1	-1.6%	-0.2%	4.4	-1.3%	-13.7%	-2.9%	8.4	12.2	-0.4	12.3%
O=S(=O)(c1cccs1)N1CCN(CCOc2ccccc2)CC1	-2.5%	-9.3%	5.2	0.5%	7.1%	5.0%	-0.2	-99.6*	10.7	-12.9%
O=C(OCC(=O)N1CCc2ccccc21)c1ccc[nH]c1=O	-3.1%	/	-7.6	-0.3%	-2.0%	1.0%	-4.2	9.2	-5.1	4.7%
COc1cc(OC)cc(-c2cc3nc(C)c(CCC(=O)Nc4nc(C)cs4)c(C)n3n2)c1	0.3%	-1.7%	-3.2	0.8%	-1.0%	-6.3%	10.5	6.4	?	?
CC(C)c1ccc(NC2CCCN(C(=O)c3ccc(Cn4cnnn4)cc3)C2)cc1 (centres undefined)	-1.5%	0.3%	-12.9	0.3%	4.5%	6.7%	-12.4	0.8	10.6	?
Cc1ccc(C(=O)N2c3ccccc3OCC2C)cc1 (centres undefined)	25.6%	4.1%	-7.0	-1.0%	7.2%	5.9%	-6.6	4.8	0.8	-17.7%

The closing 2 entries of the section before lead into the next.
Structure	Mito fusion act	TCR act	TSHR antag	USP2a block	Eya2 inh	AT treatment	hERG WT inh	KCNH2 3.1 block	TRPV1 ag	ELG1 DNA repair
CC(C)c1ccc(NC2CCCN(C(=O)c3ccc(Cn4cnnn4)cc3)C2)cc1 (centres undefined)	-1.5%	0.3%	-12.9	0.3%	4.5%	6.7%	-12.4	0.8	10.6	?
Cc1ccc(C(=O)N2c3ccccc3OCC2C)cc1 (centres undefined)	25.6%	4.1%	-7.0	-1.0%	7.2%	5.9%	-6.6	4.8	0.8	-17.7%
Cc1nnc(SCC(=O)Nc2cccc(C(F)(F)F)c2)[nH]c1=O	-0.2%	-3.1%	2.1	1.6%	6.6%	-2.6%	-1.1	1.9	-4.4	-3.4%
CC1CCCCC1NC(=O)C1CCN(S(=O)(=O)N2CCOCC2)CC1 (centres undefined)	3.6%	1.8%	-6.4	4.7%	-3.8%	0.4%	13.8	-16.8	0.2	-2.3%
Cc1ccc(-c2nc(C)sc2CC(=O)OCC(=O)Nc2c(F)cccc2F)cc1	-21.2%	-3.8%[46.1 µM]	-4.6	5.5%	-20.5%	-1.5%	13.0	2.3	12.0	0.6%
CCCCc1cc(=O)oc2cc(C)cc(OCC(=O)NCc3ccccn3)c12	10.6%	-0.6%	-5.7	1.7%	0.9%	-3.3%	-13.8	2.4	1.1	-19.1%
CCOC(=O)c1c(NC(=O)Cn2nc(C(=O)O)c3ccccc3c2=O)sc(C)c1C	-4.1%	-2.6%	-0.5	1.4%	?	7.5%	8.0	2.9	/	26.9%
Cc1cc(C)n(-c2cc(N3CCN(S(=O)(=O)c4ccc(C)c(C)c4)CC3)ccc2[N+](=O)[O-])n1	-2.1%	0.0%	-12.3	0.9%	-22.3%	-1.7%	-0.7	-12.9	/	?
Cc1ccc(-c2cc(C(=O)Nc3ccc(S(=O)(=O)Nc4onc(C)c4C)cc3)[nH]n2)c(O)c1	-3.1%	-0.8%	8.4	-0.1%	1.9%	23.0%	-1.8	21.6	-1.0	0.0%
O=C(CSc1nnnn1C1CCCC1)N1CCCc2ccccc21	-0.9%	3.6%	-6.2	0.4%	10.3%	4.2%	3.4	-6.0	22.5	11.9%
COP(=O)(OC)c1nc(-c2cccc3ccccc23)oc1N1CCOCC1	-2.2%	-5.3%	9.0	0.9%	-9.2%	27.7%	0.4	1.4	-2.3	2.3%
CCOc1cccc(-c2nnc3sc(-c4cccs4)nn23)c1	6.7%	2.2%	-18.3	1.7%	-9.4%	7.1%	-8.3	-22.4	12.9	-13.3%
N#CC1(NC(=O)CN2CCN(S(=O)(=O)c3ccccc3F)CC2)CCCC1	4.2%	1.9%	-3.6	-2.4%	7.3%	15.4%	-1.6	-1.8	0.8	1.4%
CCN(CC)c1ccc(/C=C/c2cc(-c3ccccc3)c3ccccc3n2)cc1	3.0%	-0.3%	5.7	?	?	11.2µM*	-30.5	-24.5	?	11.9%
COc1cc(/C=C(\C#N)C(=O)NCC2CCCO2)cc(OC)c1OC (centres undefined)	0.4%	2.2%	-8.8	1.0%	20.1%	-6.3%	3.0	0.5	-4.5	3.6%
